Assay outcomes (PubChem BioAssay)
Rab2 wt GTP: changes GTP binding to wildtype dog Rab2A, up or down; AID 760; P61105; GST-Rab2 wt beads, Bodipy-GTP binding, flow cytometry; GTP binding activity, % at 10 µM; 190,000 tested, 0.19% active;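 active means GTP binding activity at least 20 points away from 100%, either lowered or raised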;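 further: 0% = beads with excess unlabeled GTP and 100% = no-compound control corrected for plate trend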
Avidin fluor: compound fluoresces at 488/530 nm on avidin beads | compound fluorescence 488/530 nm, flow cytometry; stronger effect = higher value | fluorescence (KMESF) at 10 µM | 220,000 tested, 0.38% active; in the data active means fluorescence above about 47; further: inactives centre near 10
ABCB1 inh: human ABCB1 inhibition, ABCG2 as counter-screen. P08183. CCRF-Adr cells, JC-1 efflux, flow cytometry. inhibition, % at 6.6 µM. 190,000 tested, 0.067% active; in the data active means inhibition above about 40%;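 further: 0% = vehicle and 100% = reference inhibitor; higher value means more JC-1 retained so stronger ABCB1 efflux block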
Target sequence (P08183 whole entry, looked up): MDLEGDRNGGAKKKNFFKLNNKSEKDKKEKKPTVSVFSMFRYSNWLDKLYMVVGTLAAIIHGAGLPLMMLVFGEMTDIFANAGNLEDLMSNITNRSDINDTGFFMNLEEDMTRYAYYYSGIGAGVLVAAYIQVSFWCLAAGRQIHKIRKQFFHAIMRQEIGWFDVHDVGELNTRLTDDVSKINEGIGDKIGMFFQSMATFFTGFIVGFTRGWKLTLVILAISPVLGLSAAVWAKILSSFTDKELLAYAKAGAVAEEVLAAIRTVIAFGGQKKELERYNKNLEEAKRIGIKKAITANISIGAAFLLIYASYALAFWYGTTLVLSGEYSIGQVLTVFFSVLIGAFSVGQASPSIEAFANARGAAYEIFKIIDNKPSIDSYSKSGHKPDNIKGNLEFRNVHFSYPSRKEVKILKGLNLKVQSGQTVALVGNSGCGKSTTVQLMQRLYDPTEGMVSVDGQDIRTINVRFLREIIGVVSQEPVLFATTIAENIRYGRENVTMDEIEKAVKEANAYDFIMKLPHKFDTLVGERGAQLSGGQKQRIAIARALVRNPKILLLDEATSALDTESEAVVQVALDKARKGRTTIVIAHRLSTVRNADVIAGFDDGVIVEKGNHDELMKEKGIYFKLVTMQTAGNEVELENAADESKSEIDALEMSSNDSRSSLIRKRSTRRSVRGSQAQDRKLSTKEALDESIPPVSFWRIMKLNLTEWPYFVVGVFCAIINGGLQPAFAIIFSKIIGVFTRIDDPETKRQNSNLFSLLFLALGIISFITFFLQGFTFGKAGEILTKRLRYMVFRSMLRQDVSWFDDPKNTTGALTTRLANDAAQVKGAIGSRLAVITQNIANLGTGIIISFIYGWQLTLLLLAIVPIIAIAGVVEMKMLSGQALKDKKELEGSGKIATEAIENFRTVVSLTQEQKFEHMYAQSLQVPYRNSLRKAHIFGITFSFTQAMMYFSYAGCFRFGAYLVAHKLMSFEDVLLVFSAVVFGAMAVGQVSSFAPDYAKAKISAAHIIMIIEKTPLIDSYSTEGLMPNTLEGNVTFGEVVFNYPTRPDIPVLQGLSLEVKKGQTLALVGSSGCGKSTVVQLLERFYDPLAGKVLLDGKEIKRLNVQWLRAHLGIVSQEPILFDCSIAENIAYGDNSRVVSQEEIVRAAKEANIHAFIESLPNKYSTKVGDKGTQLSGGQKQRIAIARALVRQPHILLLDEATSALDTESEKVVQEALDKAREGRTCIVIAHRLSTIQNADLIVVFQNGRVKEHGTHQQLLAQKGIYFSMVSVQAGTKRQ
Mcl1 Noxa PPI: disrupts binding of human Mcl-1 to Noxa peptide; Q07820; TR-FRET Mcl-1/Noxa peptide binding, 2 h; inhibition, % at 21.7 µM; 220,000 tested, 1.5% active;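 active means compounds that cut the protein-peptide binding signal by more than 50% relative to plate controls in a single-dose test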;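 further: His-tagged Mcl-1 with rhodamine Noxa BH3 peptide and terbium anti-His antibody; 0% = Mcl-1 plus Noxa peptide wells and 100% = peptide-only wells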
ABCG2 block: blocks JC-1 efflux by human ABCG2 transporter; Q9UNQ0; IgMXP3 cells, flow cytometry; inhibition, % at 6.6 µM; 190,000 tested, 0.1% active;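 active means inhibition above 80%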;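 further: 0% = DMSO and 100% = nicardipine control wells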
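Assay system – ABCG2 IgMXP3 and barcoded ABCB1 CCRF-Adr cell mix · Input – 3 million cells/mL in well · Reagent – JC-1 fluorescent substrate · Compound – single test compound dose, 6.6 µM final · Timing – 10 min exposure at 25 °C with rotation, no wash · Detection – flow cytometry of retained JC-1 fluorescence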
Rac1 wt modul: human Rac1 wildtype GTP binding, inhibitors and activators | GST-Rac1 beads, fluorescent GTP binding, flow cytometry; actives lie on both sides; 0 = cold GTP competed, 100 = untreated | AID 757 | GTP binding activity (% of control), % at 10 µM | 190,000 tested, 0.27% active;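 active means GTP binding activity at least 20 points away from the 100% control level, either lower or higher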
Pf gametocyte: inhibitors of late stage P. falciparum gametocyte viability. P. falciparum stage V gametocytes, ATP luminescence, 24 h. inhibition, % at 10.9 µM. 150,000 tested, 0.065% active. AID 743093;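 active means inhibition above the mean plus 3 SD of compounds within the control limits, set per campaign, cut at about 38% in these data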;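 further: 0% = DMSO wells and 100% = medium only without gametocytes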
Cdc42 wt GTP: human Cdc42 wildtype GTP binding change, either direction; percent activity (GTP binding), % at 10 µM; 190,000 tested, 0.2% active; P60953; GST-Cdc42 beads, Bodipy-GTP binding, flow cytometry; actives lie on both sides;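 active means percent activity GTP binding at least 20 points away from the 100% baseline, either down as inhibitor or up as activator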;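 further: median bead fluorescence of bound Bodipy-FL-GTP at 100 nM; 0% = excess unlabeled GTP control and 100% = no compound control; below 100% means less GTP binding so inhibitor and above means activator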
Rab7 wt GTP bind: modulators of GTP binding to dog Rab7 wildtype GTPase. 190,000 tested, 0.055% active. GST-Rab7 beads, fluorescent GTP binding, flow cytometry; actives lie on both sides; untreated = 100%, excess cold GTP = 0%. GTP binding activity (percent of control), % at 10 µM. AID 758;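 active means fluorescent GTP binding to Rab7 beads changed by at least 20 points from the 100% baseline, either direction, mostly lower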;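 further: median green fluorescence of bound Bodipy-FL-GTP per Rab7 bead population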
Rac1 act GTP bind: alters GTP binding to activated mutant human Rac1; GST-Rac1 activated beads, fluorescent GTP binding, flow cytometry; actives lie on both sides; 100% means binding = to untreated wells; percent activity (GTP binding), % at 10 µM; 190,000 tested, 0.11% active;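 active means GTP binding at least 20 percentage points away from the 100% baseline, in either direction, so actives lie on both sides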
HRas wt GTP: human HRas wildtype GTP binding, change in either direction; P01112; GST-Ras wt beads, Bodipy-FL-GTP binding, flow cytometry; actives lie on both sides; GTP binding activity, % at 10 µM; 190,000 tested, 0.14% active; AID 759;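 active means GTP binding activity at least 20% away from the 100% baseline, either lowered as inhibitor or raised as activator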;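 further: 0% = unlabeled GTP competition control and 100% = no-compound control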
* hit, by the source's call; / = no result given.

SMILES	Rab2 wt GTP	Avidin fluor	ABCB1 inh	Mcl1 Noxa PPI	ABCG2 block	Rac1 wt modul	Pf gametocyte	Cdc42 wt GTP	Rab7 wt GTP bind	Rac1 act GTP bind	HRas wt GTP
COc1ccc(NC(=O)c2csc(Cc3ccc(Cl)cc3)n2)cc1	91	10	0.1	1	3	95	5	89	102	88	92
COc1ccc(CCNC(=O)c2ccc3c(SCC(=O)O)c4c(nc3c2)CCCC4)cc1OC	93	10	-0.3	38	-1	97	-9	93	98	90	92
O=C(CSc1nnc2c(Cl)cc(Cl)cn12)NC1CCS(=O)(=O)C1 (centres undefined)	96	13	-0.1	6	0	94	/	95	99	93	96
CN1CCN(CCCCOc2ccc(F)cc2)CC1	102	11	-0.1	-4	0	100	11	102	101	99	105
COc1ccc(CCNC(=O)c2cc(-c3cccs3)on2)cc1OC	99	32	0.6	-3	3	100	/	100	97	98	99
Cc1cccc(NC(=O)NCCN2C(=O)C3C4C=CC(C4)C3C2=O)c1 (centres undefined)	96	22	0.1	16	5	102	/	99	98	98	96
O=C(NCSc1ccncn1)c1ccccc1	95	7	0.1	-12	1	99	/	94	93	100	95
CCN(CC)CCCN1C(=O)C(O)=C(C(=O)c2cc3ccccc3o2)C1c1ccccn1 (centres undefined)	100	32	0.1	15	0	100	2	102	102	99	103
CC1CCC(NC(=O)c2ccc(NC(=O)c3ccc(=O)[nH]c3)cc2)CC1 (centres undefined)	98	7	0.7	-19	4	102	/	99	99	99	97
Cc1ccccc1-c1nc2cc(N)ccc2o1	98	12	0.2	-6	2	103	/	102	97	100	102

Part of the list above, reduced to Rab7 wt GTP bind:
Molecule | Rab7 wt GTP bind
COc1ccc(CCNC(=O)c2cc(-c3cccs3)on2)cc1OC | 97
Cc1cccc(NC(=O)NCCN2C(=O)C3C4C=CC(C4)C3C2=O)c1 (centres undefined) | 98

(cont.)
SMILES	Rab2 wt GTP	Avidin fluor	ABCB1 inh	Mcl1 Noxa PPI	ABCG2 block	Rac1 wt modul	Pf gametocyte	Cdc42 wt GTP	Rab7 wt GTP bind	Rac1 act GTP bind	HRas wt GTP
CNC(=O)COc1ccc(S(=O)(=O)Nc2ccc(OC)cc2)cc1	97	7	0.9	-8	5	95	-7	98	102	93	95
COC(=O)c1nn(-c2ccccc2)c(=O)cc1Sc1ccc(Cl)cc1	90	19	0.5	-21	2	92	-8	92	91	93	92
CC(NC(=O)Cn1cnnn1)C12CC3CC(CC(C3)C1)C2 (centres undefined)	99	3	0.5	6	0	103	0	99	100	99	100
CC(C)(C)NC(=O)c1cnn(-c2ccccc2)c1NC(=O)c1ccccc1	95	21	0.4	/	1	93	/	96	98	95	96
COCCCN1C(=O)C(O)=C(C(=O)c2ccco2)C1c1ccc(Br)cc1 (centres undefined)	97	12	-0.1	/	3	98	/	97	99	93	98
CCCCNS(=O)(=O)c1ccc(NC(=O)Cc2ccccc2[N+](=O)[O-])cc1	93	2	0.4	8	0	92	-26	88	99	90	90
Cc1cc(C)nc(-n2nc(C)cc2NC(=O)COC(=O)CCC(=O)c2cccs2)n1	95	34	2.0	7	4	95	-23	98	94	94	97
CCc1cccc(CC)c1NC(=O)c1ccccc1CCc1ccccc1	99	9	0.0	-9	2	102	/	104	98	100	100
O=C(COC(=O)c1cccnc1Nc1ccccc1F)NCc1ccc2c(c1)OCO2	96	6	0.2	-9	2	98	-35	98	98	92	96
O=C(c1ccco1)N1CCN(C(=O)C2Cc3ccccc3CN2S(=O)(=O)c2ccc(F)cc2)CC1 (centres undefined)	95	9	0.7	-1	1	97	/	95	97	98	99
O=C(CN1C(=O)c2cccc3cccc1c23)N1CCc2ccccc2C1	97	14	0.7	3	-1	99	7	98	101	95	97
Cc1nn(-c2cccc(C(=O)O)c2)c(C)c1[N+](=O)[O-]	94	21	-0.2	14	1	95	/	93	99	92	92

Shown in CSV form: 9 of the compounds above.
structure,Rab2 wt GTP,Avidin fluor,ABCB1 inh,Mcl1 Noxa PPI,ABCG2 block,Rac1 wt modul,Pf gametocyte,Cdc42 wt GTP,Rab7 wt GTP bind,Rac1 act GTP bind,HRas wt GTP
CC(C)(C)NC(=O)c1cnn(-c2ccccc2)c1NC(=O)c1ccccc1,95,21,0.4,/,1,93,/,96,98,95,96
COCCCN1C(=O)C(O)=C(C(=O)c2ccco2)C1c1ccc(Br)cc1 (centres undefined),97,12,-0.1,/,3,98,/,97,99,93,98
CCCCNS(=O)(=O)c1ccc(NC(=O)Cc2ccccc2[N+](=O)[O-])cc1,93,2,0.4,8,0,92,-26,88,99,90,90
Cc1cc(C)nc(-n2nc(C)cc2NC(=O)COC(=O)CCC(=O)c2cccs2)n1,95,34,2.0,7,4,95,-23,98,94,94,97
CCc1cccc(CC)c1NC(=O)c1ccccc1CCc1ccccc1,99,9,0.0,-9,2,102,/,104,98,100,100
O=C(COC(=O)c1cccnc1Nc1ccccc1F)NCc1ccc2c(c1)OCO2,96,6,0.2,-9,2,98,-35,98,98,92,96
O=C(c1ccco1)N1CCN(C(=O)C2Cc3ccccc3CN2S(=O)(=O)c2ccc(F)cc2)CC1 (centres undefined),95,9,0.7,-1,1,97,/,95,97,98,99
O=C(CN1C(=O)c2cccc3cccc1c23)N1CCc2ccccc2C1,97,14,0.7,3,-1,99,7,98,101,95,97
Cc1nn(-c2cccc(C(=O)O)c2)c(C)c1[N+](=O)[O-],94,21,-0.2,14,1,95,/,93,99,92,92
